# PG9 Ab binder = binders of HIV-1 gp120 antibody PG9, primary screen, biochemical, TR-FRET | HIV-1 gp120 / PG9 antibody interaction | TR-FRET gp120-PG9 antibody binding | inhibition, % at 6.7 µM | 0.43% of 360,000 active | AID 624416, 2012; in the data active = inhibition above about 8.5%
# mABHD4 FP = ABHD4 inhibitors, primary screen, biochemical, fluorescence polarization, mouse | (Lyso)-N-acylphosphatidylethanolamine lipase (Mus musculus), Q8VD66 | purified mABHD4, FP-Rh probe fluorescence polarization | inhibition, % at 8.92 µM | 0.54% of 370,000 active | AID 720543, 2013;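 active = inhibition exceeding the mean over every tested compound plus 3 SD, cut at about 30% in these data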;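 note: 0% = plate median of compound wells and 100% = S159A mutant with DMSO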
# Target sequence (Q8VD66 whole entry, looked up): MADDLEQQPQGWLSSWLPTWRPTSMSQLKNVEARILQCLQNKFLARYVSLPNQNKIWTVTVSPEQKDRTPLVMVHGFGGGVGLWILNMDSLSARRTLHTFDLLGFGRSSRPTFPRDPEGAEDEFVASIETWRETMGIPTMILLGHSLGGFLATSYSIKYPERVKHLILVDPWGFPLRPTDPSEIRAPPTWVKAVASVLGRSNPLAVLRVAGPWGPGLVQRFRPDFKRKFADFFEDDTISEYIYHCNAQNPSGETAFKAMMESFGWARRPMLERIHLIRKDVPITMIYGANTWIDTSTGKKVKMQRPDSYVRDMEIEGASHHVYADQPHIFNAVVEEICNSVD
#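 Assay system: mABHD4 protein; medium: HEPES pH 7.0, NaCl, Pluronic buffer; dosing: 8.92 µM, single dose; schedule: 45 min + 60 min at 25 °C; signal: FP readout, ex 525 nm / em 598 nm; read-out: normalized percent inhibition of probe labeling; repeats: single replicate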
# SIAE primary = human SIAE inhibitors, primary screen, biochemical, fluorescence polarization, FP-Rh probe, 1536-well HTS. SIAE FP-Rh probe binding. inhibition, % at 9.66 µM. 0.69% of 370,000 active;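 active = inhibition above a cutoff: mean of compounds within the control limits plus 3 SD of those, cut at about 17% in these data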;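 note: 0% = plate median of compound wells and 100% = probe without SIAE protein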
# Rev-erbA mod = modulators of Rev-erb alpha DNA binding, primary screen, biochemical, FITC-DNA, fluorescence polarization, uHTS | 0.79% of 370,000 active | Nuclear receptor subfamily 1 group D member 1 (Homo sapiens), P20393 | activity, % at 10 µM | Rev-erbα–FITC-DNA binding, 90 min;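 active = activity above about 14%, limit read from the data; passing the limit was not always enough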;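 note: 0% = DMSO wells with 35 nM protein and 100% = DMSO wells with 750 nM protein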
# PRMT1 inh = PRMT1 methyltransferase inhibitors, primary screen, biochemical, fluorescence polarization | recombinant PRMT1, activity-based probe fluorescence polarization | Protein arginine N-methyltransferase 1 (Homo sapiens), Q99873 | inhibition, % at 2.79 µM | 1.3% of 370,000 active;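 active = inhibition above about 21% made by adding two undisclosed values, limit read from the data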
# HTRA1 inhibitor = HTRA1 serine protease inhibitors, primary screen, biochemical, fluorescence polarization, HTS. Q92743. recombinant HTRA1, FP-rhodamine activity-based probe. inhibition, % at 5.96 µM. 0.5% of 340,000 active; in the data active = inhibition above about 36%;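 note: 0% = enzyme with DMSO and 100% = wells lacking enzyme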
# Target sequence (Q92743 whole entry, looked up): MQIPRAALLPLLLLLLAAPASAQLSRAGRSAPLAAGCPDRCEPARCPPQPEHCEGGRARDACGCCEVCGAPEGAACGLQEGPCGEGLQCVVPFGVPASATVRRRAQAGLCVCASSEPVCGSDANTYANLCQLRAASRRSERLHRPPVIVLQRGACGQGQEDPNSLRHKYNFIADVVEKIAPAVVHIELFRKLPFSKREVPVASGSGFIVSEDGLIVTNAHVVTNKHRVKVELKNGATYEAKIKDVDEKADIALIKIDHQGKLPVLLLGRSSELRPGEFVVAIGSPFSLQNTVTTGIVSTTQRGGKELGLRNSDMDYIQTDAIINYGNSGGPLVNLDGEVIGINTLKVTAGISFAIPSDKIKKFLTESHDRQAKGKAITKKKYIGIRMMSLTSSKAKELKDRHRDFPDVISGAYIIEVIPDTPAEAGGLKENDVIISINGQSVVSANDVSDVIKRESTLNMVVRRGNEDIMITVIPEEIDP
# rCAG RNA binder = binders of r(CAG) RNA repeats, primary screen, biochemical, fluorescence. r(CAG) RNA repeat, TO-PRO-1 dye displacement fluorescence. inhibition, % at 3 µM. 1.3% of 370,000 active;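 active = inhibition above the plate cutoff, the mean of all test compounds on that plate plus 3 SD, cut at about 35% in these data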;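 note: 0% = DMSO alone and 100% = 100 µM mitoxantrone as full dye displacement; higher means more dye released from RNA so lower well fluorescence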
# LEDGF integ inh = blockers of LEDGF/p75-dependent integrase strand transfer – biochemical, TR-FRET, high throughput, primary screen; TR-FRET IN-LEDGF/p75 DNA integration, Eu/Cy5; 0.64% of 370,000 active; HIV-1 integrase (with human LEDGF/p75); AID 743269, 2014; inhibition, % at 3.7 µM;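 active = inhibition above the screen-wide mean plus 3 SD, cut at about 13% in these data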;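 note: signal is the Cy5 over europium emission ratio at 671 and 618 nm; 0% = plate median of compound wells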
# TCR-CD3 inh = inhibitors of human TCR-CD3 interaction, primary screen, biochemical, fluorescence, TAMRA-labeled TCR probe; AID 651800, 2012; 0.37% of 360,000 active; T-cell receptor (TCR); inhibition, % at 9.4 µM; in the data active = inhibition above about 19%;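 note: recombinant mutant TCR 2C K166C tagged with TAMRA read by polarization; 0% = receptor in buffer alone and 100% = receptor with positive control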
# TDP2 absorb = human TDP2 enzyme inhibitors, primary screen, biochemical, epi absorbance, recombinant enzyme; Tyrosyl-DNA phosphodiesterase 2 (Homo sapiens), O95551; T5PNP hydrolysis, p-nitrophenol absorbance 415 nm; inhibition, % at 12.8 µM; 0.34% of 370,000 active; AID 720702, 2013;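 active = inhibition above the mean of all tested compounds plus 3 SD, set per campaign, cut at about 25% in these data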;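 note: 0% = DMSO with enzyme and 100% = buffer with substrate but no TDP2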
#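 Assay system: Recombinant human TDP2 | Quantity: 120 nM TDP2 per well | Incubation: 2 h at 37 °C | Signal: Epi absorbance | Evaluation: Percent inhibition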
# Active calls of the source: *; / = no result given. This is a subset. The share of hits here may be higher or lower than overall.
No.	SMILES	LEDGF integ inh	mABHD4 FP	TCR-CD3 inh	SIAE primary	rCAG RNA binder	TDP2 absorb	PG9 Ab binder	PRMT1 inh	Rev-erbA mod	HTRA1 inhibitor
1	CCC(C)[C@H](NC(=O)Nc1cccc(Br)c1)C(=O)OC (some centres not stated)	4.0	-3.1	5.9	-14.3	4.4	-22.7	-2.4	-2.2	-2.6	-5.5
2	Cc1cccc(NC(=O)CCN2CCC(C)CC2)c1	-0.5	-4.8	-3.2	-8.5	1.3	-8.2	1.6	5.6	-6.3	6.7
3	Cc1cc(C)c(C(=O)N2CCCC(CNS(=O)(=O)N(C)C)C2)o1 (configuration not stated)	-1.7	3.6	0.7	6.4	-2.8	10.9	-0.3	-1.0	-2.2	6.2
4	CC(C)NC(=O)c1cc(-c2ccc(F)cc2OC(C)C)n[nH]1	-0.8	1.6	4.7	0.2	1.2	3.3	0.3	3.2	-3.8	/
5	Cc1cccc(NC(=O)CNC(=O)CSc2nnc(C(F)(F)F)n2C)c1C	4.8	10.5	10.6	-4.2	-1.4	-11.1	-1.9	-0.1	-6.1	2.6
6	CCCCCCCCN1C(=O)N(Cc2ccc(OC)cc2)S(=O)(=O)c2ccc(F)cc21	-1.1	4.2	-2.7	-0.9	0.0	8.9	-1.4	-2.2	12.5	/
7	COc1cccc(C(=O)NCC2CCCN(C(=O)Cc3cccc(C)c3)C2)c1OC (configuration not stated)	-0.8	4.0	3.1	2.8	0.7	5.5	-0.1	0.7	-6.2	6.0
8	COc1ccc(Cn2ccc3ccc(-c4ccc5ccn(Cc6ccccc6)c5c4)cc32)cc1	0.1	4.5	/	-1.5	17.7	4.8	/	-1.5	2.6	/
9	COC1CCCN(C(=O)c2cccc(OC3CCN(S(C)(=O)=O)CC3)c2)C1 (configuration not stated)	5.4	-1.8	7.8	-2.3	-4.6	-5.7	-0.5	1.2	4.2	-0.7
10	Cc1nnsc1C(=O)NNc1ccc(C(C)(C)C)cc1	-1.5	8.1	-3.9	0.3	2.6	0.4	-0.4	5.8	-3.6	-1.0
11	COc1cccc(OC)c1C(=O)NNS(=O)(=O)c1ccc2ccccc2c1	-0.5	-0.3	-3.0	-2.6	2.8	19.3	-1.0	-1.1	-2.2	-3.0
12	COCc1cc(=O)[nH]c(-c2csc(C)n2)n1	-4.8	4.6	-1.1	6.0	2.0	2.4	-1.1	2.2	3.6	8.1
13	Cc1ccc(C(=O)Nc2ccccc2C(=O)Nc2ccccn2)cc1Cl	1.2	-5.2	2.9	-24.4	-1.6	-9.1	0.1	-5.2	0.0	-5.3
14	CN(C)CCCN(C(=O)c1ccc(S(=O)(=O)N2CCOCC2)cc1)c1nc2ccc(F)cc2s1	-0.2	-2.2	8.4	2.2	-7.5	10.3	-1.1	-2.2	-0.3	2.2
15	Cc1ccc(NC(=O)c2cc3ccccc3oc2=N)cc1	5.2	-6.3	-5.9	-2.1	0.2	-24.7	-1.9	-2.1	2.6	4.4
16	COCCNC(=O)C1(C)CCCN(Cc2ccc(OCc3ccccc3)cc2)C1 (configuration not stated)	-1.9	-1.0	1.7	1.5	-0.8	5.2	-3.1	4.8	6.5	/
17	O=C(Nc1cc(S(=O)(=O)N2CCOCC2)ccc1N1CCCCC1)c1ccccc1Br	5.9	3.5	-2.0	-2.0	6.5	-0.1	-1.1	3.4	0.9	-23.1
18	CC(Oc1ccc(Cl)cc1)C(=O)N1CCN(C(=O)c2ccco2)CC1 (configuration not stated)	-2.3	7.3	-3.7	-2.6	-0.8	-13.3	2.1	2.0	-0.7	-0.6
19	CCNC(=O)C1CCCN(C(=O)c2ccc(-c3ccccc3)cc2)CC1 (configuration not stated)	-1.1	6.8	8.2	1.3	3.9	-5.1	-3.8	-1.2	-0.9	/
20	C[C@H](CO)N1C[C@H](C)[C@@H](CN(C)C(=O)Nc2ccc3c(c2)OCO3)Oc2ccc(NC(=O)Cc3ccccc3)cc2C1=O	0.5	-2.2	6.5	6.8	-1.4	0.1	1.6	-0.9	-0.1	9.5
21	Cn1c(=O)c2c(nc3n2CC(CO)O3)n(C)c1=O (configuration not stated)	0.7	-4.5	2.6	0.2	-0.4	-11.5	-3.0	-4.8	-7.1	-11.5
22	CSc1nnc2ccc(-c3ccccn3)nn12	-1.2	5.9	-2.0	4.9	-3.1	-10.3	-0.6	-4.1	4.9	2.0
23	Cc1cc(C2CC(=O)Nc3ccccc3S2)c(C)s1 (configuration not stated)	0.8	-1.9	-2.0	-1.8	-4.6	8.7	0.7	-3.5	-3.1	2.7
24	COc1ccc(N2C(=O)C3C4C=CC(C4)C3C2=O)c([N+](=O)[O-])c1 (configuration not stated)	2.4	0.1	2.7	-5.4	0.2	-22.4	-0.3	2.3	2.9	-2.2

# Compound profiles, from the list above. Screens in order: LEDGF integ inh | mABHD4 FP | TCR-CD3 inh | SIAE primary | rCAG RNA binder | TDP2 absorb | PG9 Ab binder | PRMT1 inh | Rev-erbA mod | HTRA1 inhibitor
# COCc1cc(=O)[nH]c(-c2csc(C)n2)n1 is entered as -4.8 | 4.6 | -1.1 | 6.0 | 2.0 | 2.4 | -1.1 | 2.2 | 3.6 | 8.1
# Cc1cccc(NC(=O)CNC(=O)CSc2nnc(C(F)(F)F)n2C)c1C is entered as 4.8 | 10.5 | 10.6 | -4.2 | -1.4 | -11.1 | -1.9 | -0.1 | -6.1 | 2.6
# Cc1cccc(NC(=O)CCN2CCC(C)CC2)c1 is entered as -0.5 | -4.8 | -3.2 | -8.5 | 1.3 | -8.2 | 1.6 | 5.6 | -6.3 | 6.7

# Later entries:
No.	SMILES	LEDGF integ inh	mABHD4 FP	TCR-CD3 inh	SIAE primary	rCAG RNA binder	TDP2 absorb	PG9 Ab binder	PRMT1 inh	Rev-erbA mod	HTRA1 inhibitor
25	O=C(CNC(=O)c1ccco1)NC1CCCCCC1	-0.5	0.3	-2.5	-4.9	-5.8	-4.2	0.3	3.5	1.9	1.0
26	Cc1ccc(SCCc2cc[n+](CC(=O)c3ccccc3)cc2)cc1	0.3	9.4	3.5	2.6	6.2	0.3	1.8	6.7	-0.6	14.6
27	CN1CCN(C(c2ccc(F)cc2)c2nnnn2Cc2cccs2)CC1 (configuration not stated)	1.8	4.9	3.3	-4.4	-4.8	5.0	0.3	-4.7	-0.8	-4.1
28	Cc1cc(C)cc(OCc2nnc(SCC(=O)c3ccc(Br)cc3)o2)c1	3.1	-1.4	-0.5	-6.5	3.5	-5.0	-0.3	-0.7	1.9	-25.1
29	Cc1c(C(=O)OCC(=O)N2CCCC2=O)oc2ccccc12	0.5	0.9	6.2	3.1	-3.7	14.8	-1.1	-1.1	-4.3	-2.9
30	COc1cccc(C(=O)COc2ccc(NC(=O)c3cccs3)cc2)c1	0.3	-2.8	4.0	6.2	-3.0	15.8	-0.2	2.6	3.4	-31.1
31	COC(=O)c1cc(C)sc1NC(=O)CCCC(=O)O	-2.9	1.9	1.0	-3.6	2.0	1.4	-0.2	3.0	2.0	-0.1
32	CC(C)(C)c1ccc(NC(=O)Nc2ccc(F)cc2)cc1	1.3	-7.1	5.7	0.0	6.4	0.8	0.8	-1.5	-2.6	/
33	N#Cc1ccccc1OCC(=O)OCC(=O)NC1CCCC1	-2.7	7.8	-3.4	-1.3	0.4	7.5	-0.1	2.3	-0.6	11.4
34	Clc1ccc(C2=Nn3c(nnc3-c3cccnc3)SC2)s1	-0.9	0.2	6.4	7.0	-1.9	2.1	1.0	-3.3	-5.9	-4.0
35	Cc1ccccc1OCc1nnc(SC(C)C(=O)O)n1Cc1ccccc1 (configuration not stated)	-0.2	-4.3	3.6	-2.5	10.8	9.0	-2.1	-2.5	4.5	4.0
36	O=C(Nc1ccc(C(=O)O)cc1)/C(=C\c1ccccc1)NC(=O)c1ccc(Br)cc1	1.1	-24.0	-1.0	5.9	25.1	-1.3	-0.6	-2.0	1.4	-12.7
37	CC(Oc1ccccc1)C(=O)N1CCC2(CC1)Oc1ccc(F)cc1C(=O)C21CC(c2cccnc2)=NO1 (configuration not stated)	0.4	-11.1	4.7	-6.2	3.7	-8.8	-2.7	-3.6	-0.1	-18.5
38	COC(=O)[C@H](CC(C)C)NC(=O)Cn1cnc2c(SC)nc(N)nc21	1.2	7.4	-1.6	-0.3	0.8	5.4	0.8	0.8	-3.4	2.3
39	CC(C)CC(NC(=O)C1CCC(C)CC1)C(=O)NCc1cccnc1 (configuration not stated)	2.2	1.6	9.6	0.8	-5.5	2.6	1.3	-4.1	-2.9	2.2
40	CCCCNC(=O)C[C@@H]1C[C@@]2(C(=O)OCC)CCCC=C2N(Cc2ccco2)C1=O	1.1	4.4	4.5	0.2	-0.2	7.5	0.5	3.1	11.7	/
41	CC(C)CN(C(=O)CSc1ncnc2ccccc12)C1CCS(=O)(=O)C1 (configuration not stated)	-7.0	-3.3	-4.2	2.6	-1.9	11.6	1.2	4.0	0.3	6.4
42	CCC(Cc1ccccc1)NC(=O)CCNS(=O)(=O)c1cc(Br)cnc1N (configuration not stated)	3.8	2.2	6.0	-1.0	-0.7	-6.0	-1.4	-1.1	-13.7	-5.7
43	CN(C(=O)c1cccs1)c1ccc(OCC(=O)N2CCC(C(N)=O)CC2)cc1	-3.0	1.1	6.4	-3.6	2.7	-11.1	-0.1	-0.5	-0.1	7.1
44	CCOC(=O)C1CCN(S(=O)(=O)c2cc(C(=O)N3CCCCC3)ccc2OC)CC1	2.5	0.3	6.5	-8.8	-4.3	25.1*	0.3	-3.4	-5.3	-1.7
45	CC(=O)N1CCN(Cc2ccc(Br)s2)CC1	-2.9	-7.4	1.0	2.7	-1.5	9.7	-0.6	-1.8	1.2	2.4
46	CN1CCC(N(C)S(=O)(=O)c2ccc(NC(=O)COc3cccc(Cl)c3)cc2)CC1	-5.0	-10.6	-5.2	-5.9	3.3	-2.6	0.4	3.1	0.0	-9.3
47	Cc1ccc(S(=O)(=O)N2CCOCC2)cc1NC(=O)Cn1cc(C(F)(F)F)cc(Cl)c1=O	2.8	4.5	2.5	1.9	1.2	4.2	0.8	-0.7	4.4	-1.6
48	COc1ccc(C(C(=O)NC2CCCC2)N(C(=O)c2ccoc2C)c2ccccc2)cc1 (configuration not stated)	-2.4	10.3	-4.8	0.0	-8.6	-0.8	-0.8	2.6	0.0	-6.2
49	Cc1cc(C)n(CCC(=O)N/N=C/c2ccc(O)cc2)n1	0.2	2.3	2.0	4.2	1.4	-9.8	-2.7	1.7	3.8	-0.1
50	COc1cc2[nH]c(=S)nc(NCc3ccccn3)c2cc1OC	-2.4	-2.3	1.4	4.3	-17.2	6.0	-4.6	16.4	-1.0	7.8
